Assay outcomes deposited in PubChem by several laboratories.
GPR55 beta-arrestin – selective activators of receptor GPR55 – imaging, U2OS cells, beta-arrestin-GFP redistribution, primary screen (AID 1961) | U2OS GPR55 beta-arrestin-GFP redistribution imaging; higher % means a stronger effect | 290,000 tested, 0.048% active | activation, % at 10 µM; hits with a dose series show EC50 in µM;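 active = activation above 40% with more than 50 cells counted in the well; inconclusive = wells holding fewer than 50 cells, flagged as toxic or sparse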;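 note: U2OS osteosarcoma cells stably expressing GPR55 and beta-arrestin-GFP; plate controls were DMSO negative control for no effect and LPI positive control for full effect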
HIV peptide binding – cell-free HIV fusion peptide-binding blockers – biochemical, uHTS, fluorescence dequenching, primary screen (AID 1986); inhibition, % at 20 µM, or IC50 in µM where a hit was titrated; 290,000 tested, 0.3% active; cell-free peptide binding, fluorescence dequenching, 30 min; higher % means a stronger effect; in the data active = inhibition mostly above about 52%, no sharp cut-off; inactive = mostly below about 76%; note: some results filed as inactive read as strong as hits
SIAH1 antagonists – Siah-1 peptide-binding antagonists, primary screen, biochemical, fluorescence polarization, rhodamine-plectin, uHTS (AID 1817) | Siah-1 / rhodamine-plectin peptide fluorescence polarization; higher % means a stronger effect | displacement, % at 20 µM; hits with a dose series show IC50 in µM | 290,000 tested, 0.02% active;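 active = displacement of at least 50% at 20 µM, with a fluorescence ratio check between 0.3 and a set limit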;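 note: plate controls were Siah plus tracer with DMSO for no effect and tracer alone without Siah for full effect; strong numbers were not always called active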
NTR1 ag – NTR1-driven beta-arrestin-GFP spot formation – imaging, U2OS cells, high content, primary screen (AID 493036) | P30989 | agonist mode | activation, % at 20 µM | 330,000 tested, 0.17% active;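 active = activation at or above 40% of the spot to cytoplasm intensity ratio, with at least 20 cells analyzed; inconclusive = wells under 20 cells, flagged as cytotoxic or low count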;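 note: 0% = DMSO without peptide and 100% = 100 nM NTR1 peptide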
Target sequence (P30989 whole entry, looked up): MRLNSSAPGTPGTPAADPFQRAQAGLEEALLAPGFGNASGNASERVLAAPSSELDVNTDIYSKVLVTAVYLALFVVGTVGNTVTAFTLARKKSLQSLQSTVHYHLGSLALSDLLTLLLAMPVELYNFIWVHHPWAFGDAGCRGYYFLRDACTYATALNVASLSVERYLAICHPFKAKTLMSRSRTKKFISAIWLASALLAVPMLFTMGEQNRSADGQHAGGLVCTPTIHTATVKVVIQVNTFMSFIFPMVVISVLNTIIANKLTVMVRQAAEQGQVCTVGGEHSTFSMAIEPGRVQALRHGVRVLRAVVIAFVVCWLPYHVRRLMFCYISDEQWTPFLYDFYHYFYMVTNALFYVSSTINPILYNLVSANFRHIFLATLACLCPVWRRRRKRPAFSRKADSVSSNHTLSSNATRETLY
GPR55 antagonists – GPR55 antagonists blocking LPI-driven arrestin recruitment, primary screen, imaging, U2OS, beta-arrestin-GFP, LPI agonist (AID 2013). inhibition, % at 10 µM, or IC50 in µM where a hit was titrated. U2OS GPR55 beta-arrestin-GFP translocation imaging, LPI antagonism; higher % means a stronger effect. 290,000 tested, 0.13% active;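 active = spots per cell inhibited over 60%, with over 100 cells counted and total cytoplasm intensity under 500,000; inconclusive = wells with under 100 cells, flagged as likely toxic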;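 note: U2OS cells stably carrying GPR55 and arrestin-GFP stimulated by 5 µM LPI near EC80; imaged beta-arrestin-GFP aggregate spots per cell after agonist stimulation; plate controls were LPI-stimulated DMSO wells for no effect and DMSO wells without LPI for full effect; some results filed as inactive read as strong as hits; confirmed hits need IC50 under 10 µM and bright autofluorescent wells are also inconclusive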
GPR35 arrestin U2OS – GPR35 antagonists blocking zaprinast-driven arrestin recruitment, primary screen, imaging, U2OS, beta-arrestin-GFP, zaprinast agonist (AID 2058) | U2OS GPR35 beta-arrestin-GFP translocation imaging, zaprinast antagonism; higher % means a stronger effect | one-dose inhibition, % at 10 µM; IC50 in µM for titrated hits | 290,000 tested, 0.052% active;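 active = inhibition of at least 50% with at least 30 cells and total cytoplasm GFP at most 10,000,000; inconclusive = under 30 cells or total GFP of 10,000,000 plus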
AID2073 – inhibitors of Mint1-CaV2.2 protein interaction, biochemical, HTRF (AID 2073) | 290,000 tested, 0.19% active | HTRF protein-protein interaction, Mint1-CaV2.2; higher % means a stronger effect | inhibition, % at 20 µM; hits with a dose series show IC50 in µM; in the data active = inhibition mostly above about 51%, no sharp cut-off; inconclusive = no clear call, values can overlap the other calls; inactive = mostly below about 53%; note: some results filed as inactive read as strong as hits
NS5 inhibitors – Dengue-2 NS5 methyltransferase inhibitors, primary screen, biochemical, confirmation dose response (AID 588689); Dengue-2 NS5 methyltransferase capping enzyme assay, biochemical; higher % means a stronger effect; inhibition, % at 25 µM; hits with a dose series show IC50 in µM; 340,000 tested, 0.3% active; in the data active = a potency from the dose series; inconclusive = inhibition above about 29% without an active follow-up result
K1F lysis inhibition – inhibition of K1F phage lysis, E. coli UTI89, bacterial capsule biogenesis inhibitors, alamar blue (AID 488966). inhibition, % at 100 µM; hits with a dose series show IC50 in µM. 340,000 tested, 0.02% active. E. coli UTI89 K1F phage lysis, alamar blue, 2 h; higher % means a stronger effect;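 active = phage lysis inhibition, versus mean bacterial control, above a set limit; inconclusive = no clear call, values can overlap the other calls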;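 note: capsule biogenesis inhibitors block K1F phage lysis so surviving cells raise fluorescence; higher fluorescence means more inhibition of phage lysis; actives were called in the ten point dose series up to 300 µM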
NTR1 ag cell count 20 µM – recorded beside NTR1 ag, whose call it bears; cell count; measured here: cell count, cytotoxicity flag
Numbers without * were called inactive; ? = inconclusive; . = not tested or not shown; [ ] = dose if it differs, or a comment.

SMILES | GPR55 beta-arrestin | HIV peptide binding | SIAH1 antagonists | NTR1 ag | NTR1 ag cell count 20 µM | GPR55 antagonists | GPR35 arrestin U2OS | AID2073 | NS5 inhibitors | K1F lysis inhibition
O=C(CCc1ccc(S(=O)(=O)NC2CCCCC2)cc1)NCc1cccnc1 | 0.9% | 1.2% | -1% | -0.1 | 92 | 7% | 10% | 7% | -5% | -3.0%
CCCc1cc(=O)[nH]c(SCc2cc(=O)oc3c(C)c(C)ccc23)n1 | 0.0% | 2.2% | 7% | 1.6 | 54 | 15% | -6% | -2% | 0% | 1.8%[50 µM]
O=C(COC(=O)c1ccco1)NC1CCCCC1 | 0.0% | -1.0% | 1% | -2.7 | 67 | 16% | -3% | 3% | 2% | 0.1%
CC(C)(C)c1cc(C(=O)Nc2ccccc2)ccn1 | 0.2% | -0.9% | -3% | -0.4 | 87 | 7% | 16% | 5% | -2% | 2.5%
CCOc1ccc(OCC)c(S(=O)(=O)NCc2ccccc2)c1 | -0.4% | -0.4% | -4% | 0.6 | 57 | -14% | 0% | 9% | 2% | 0.1%
O=C(O)c1ccc(N=Nc2c(O)[nH]c3ccccc23)cc1 | -0.1% | 2.3% | -5% | 0.7 | 48 | -10% | -7% | 9% | -11% | 0.2%
N#CCSc1nnc2c(Cl)cc(Cl)cn12 | -0.2% | -1.7% | -4% | 0.3 | 48 | -9% | 3% | 11% | 3% | 0.1%
CCOC(=O)c1ccc(NC(=O)CN2CCN(C(=O)C3CCCO3)CC2)cc1 (stereo unspecified) | 0.5% | 1.1% | 4% | 1.4 | 72 | 11% | -14% | 11% | -3% | 0.1%
COc1ccc(C(=O)CN2C(=O)C(C)(C)Oc3ccc(C(=O)N4CCCCCC4)cc32)cc1 | -0.3% | 2.1% | 1% | -0.3 | 49 | -1% | 21% | -1% | 7% | -1.0%
Nc1nnc(SCC(=O)OCC(=O)c2ccccc2)s1 | -0.4% | 1.5% | -3% | -1.2 | 26 | 10% | -1% | 3% | -10% | 0.2%
CC(c1ccccc1)N1C(=O)c2cccnc2C1=O (stereo unspecified) | 0.3% | 0.2% | 4% | 1.2 | 64 | 3% | 13% | 0% | 7% | 0.0%
COCCn1c(SCC#N)nnc1-c1ccccc1O | -0.2% | 2.7% | 1% | 1.9 | 74 | -6% | 0% | -1% | -4% | 4.7%
O=C(NNC(=O)C1CCCCC1)c1ccc(Br)cc1 | -0.1% | -0.9% | 2% | -0.5 | 91 | -1% | -1% | 6% | -5% | 0.2%
CCOCC(=O)OCC(=O)NC12CC3CC(CC(C3)C1)C2 | 1.3% | 2.0% | 8% | 3.3 | 35 | -7% | -8% | 0% | -10% | 0.3%
COc1ccc(Br)cc1C(=O)NC(=S)Nc1ccc2[nH]c(=O)[nH]c2c1 | 0.4% | -1.1% | -2% | 0.0 | 53 | -13% | 0% | 44% | -3% | 0.6%
CCN1CCCC1CNC(=O)c1cc2cc(OC)c(OC)cc2[nH]1 (stereo unspecified) | 0.0% | -1.5% | 10% | 0.3 | 85 | -3% | 12% | 25% | 1% | 0.1%
O=C(O)CCNC(=O)c1cncc(Br)c1 | 0.0% | 6.1% | -1% | -0.2 | 62 | -7% | 2% | 5% | -4% | 1.3%
CCN(CC)c1ccc(NC(=O)CN2CCN(S(=O)(=O)c3cc(Cl)ccc3OC)CC2)cc1 | -0.1% | -2.9% | 4% | 1.1 | 51 | -14% | -15% | -15% | -8% | 0.1%
C=CCNC(=O)c1c(Cl)nc(C)c([N+](=O)[O-])c1C | 0.6% | -1.0% | 12% | 2.2 | 66 | 7% | -9% | 3% | 0% | 1.4%[50 µM]
O=C(Nc1ccccc1)NC1(C(=O)NCc2cccs2)CCCCC1 | 0.0% | 0.9% | 12% | -0.1 | 50 | -3% | 3% | 1% | -3% | 3.0%

Arranged by length of the SMILES (ascending): part of the list above.
SMILES | GPR55 beta-arrestin | HIV peptide binding | SIAH1 antagonists | NTR1 ag | NTR1 ag cell count 20 µM | GPR55 antagonists | GPR35 arrestin U2OS | AID2073 | NS5 inhibitors | K1F lysis inhibition
O=C(O)c1ccc(N=Nc2c(O)[nH]c3ccccc23)cc1 | -0.1% | 2.3% | -5% | 0.7 | 48 | -10% | -7% | 9% | -11% | 0.2%
CCN1CCCC1CNC(=O)c1cc2cc(OC)c(OC)cc2[nH]1 (stereo unspecified) | 0.0% | -1.5% | 10% | 0.3 | 85 | -3% | 12% | 25% | 1% | 0.1%
O=C(CCc1ccc(S(=O)(=O)NC2CCCCC2)cc1)NCc1cccnc1 | 0.9% | 1.2% | -1% | -0.1 | 92 | 7% | 10% | 7% | -5% | -3.0%

Back to the main list with the 2 entries that preceded the break.
SMILES | GPR55 beta-arrestin | HIV peptide binding | SIAH1 antagonists | NTR1 ag | NTR1 ag cell count 20 µM | GPR55 antagonists | GPR35 arrestin U2OS | AID2073 | NS5 inhibitors | K1F lysis inhibition
C=CCNC(=O)c1c(Cl)nc(C)c([N+](=O)[O-])c1C | 0.6% | -1.0% | 12% | 2.2 | 66 | 7% | -9% | 3% | 0% | 1.4%[50 µM]
O=C(Nc1ccccc1)NC1(C(=O)NCc2cccs2)CCCCC1 | 0.0% | 0.9% | 12% | -0.1 | 50 | -3% | 3% | 1% | -3% | 3.0%
O=C(N/N=C/c1cccc([N+](=O)[O-])c1)C1CC1c1ccccc1 (stereo unspecified) | 0.2% | 1.8% | -4% | 9.3 | 49 | -3% | -16% | 4% | 3% | 0.3%
Cc1ccc2cc3c(NS(=O)(=O)c4cccc5nonc45)nn(CC(C)C)c3nc2c1 | 0.2% | 17% | 2% | 2.1 | 77 | 17% | -9% | 4% | 3% | 0.2%
Cc1oc(-c2ccc3c(c2)OCCO3)cc1C(=O)NCC(=O)O | -0.1% | 3.0% | 13% | -0.5 | 35 | 2% | -3% | 37% | 13% | -4.4%
CCCCc1nc2cc(C(=O)N3CCC(OC)CC3)ccc2o1 | -0.1% | 0.9% | 0% | 0.6 | 73 | 9% | -4% | -4% | -7% | 0.1%
O=C(COc1ccc(Cl)cc1)NCC(=O)N1CCC2(CC1)NCCc1[nH]cnc12 | -0.1% | 0.9% | 3% | 0.4 | 59 | 17% | 24% | -7% | -10% | 0.2%
Cc1ccccc1-c1nc(CS(=O)CC(=O)NCCc2ccc(Cl)cc2)c(C)o1 (stereo unspecified) | -0.2% | -0.4% | 5% | -0.2 | 61 | 8% | 8% | ? | -4% | -0.4%
COc1ccc(C(C(=O)NC2CCCC2)N(Cc2cccnc2)C(=O)Cc2cccs2)cc1OC (stereo unspecified) | -0.2% | -1.2% | 0% | -0.1 | 51 | -10% | 8% | 2% | -2% | 0.3%
Cc1nn(Cc2ccc(Cl)cc2)c(C)c1NC(=O)c1cc(-c2ccco2)on1 | 0.3% | 5.5% | -4% | 7.4 | 66 | -10% | -2% | -3% | -1% | 1.1%
Cc1ccc(NC(=O)CNCc2ccccn2)cc1S(=O)(=O)N(C)C | -0.3% | -1.6% | -5% | 1.5 | 63 | -1% | -5% | -9% | -5% | 0.5%
COc1cc2ccccc2cc1C(=O)Nc1nccs1 | 0.7% | 0.3% | 6% | -2.1 | 56 | 10% | 1% | 2% | 4% | 2.5%
COc1ccc(CCNc2cc(C)nc3c(-c4ccccc4)cnn23)cc1OC | 1.1% | -4.9% | -3% | 4.4 | 45 | -2% | -4% | 13% | -1% | 4.0%
Cn1ncc(N=Cc2c(O)ccc3ccccc23)c1C(=O)Nc1cccc(Cl)c1 | 0.1% | 45% | -2% | 12 | 92 | 4% | -8% | 34% | ? | -0.2%
CCC(=O)Nc1cccc2ccccc12 | 0.1% | 1.3% | 3% | -0.3 | 42 | 0% | -1% | 9% | 16% | 0.7%
CC(C)(C)c1ccc(-n2ncc3c2CCCC3NC(=O)CCn2cncn2)cc1 (stereo unspecified) | -0.1% | 1.1% | 6% | 1.0 | 51 | 2% | -7% | 5% | -1% | 0.0%
CC(C)Cc1cc(C(=O)NCc2ccco2)no1 | -0.1% | 1.6% | 0% | -0.5 | 88 | 10% | -10% | 7% | -6% | 4.7%
CCN(c1ccccc1)S(=O)(=O)c1ccc2c(c1)N(C(C)=O)CCS2 | -0.2% | -2.1% | 0% | -0.1 | 66 | -16% | -4% | 14% | -7% | 0.0%
COC(=O)c1ccccc1NC(=O)c1cc[n+]([O-])cc1 | 0.6% | 1.3% | 5% | -0.1 | 61 | 2% | -9% | -4% | -3% | 0.5%
COc1cccc(C(=O)NCC(=O)n2nc(C)cc2C)c1 | 0.2% | 2.9% | -2% | -0.4 | 45 | 10% | 7% | 6% | -7% | 0.6%
COc1cc(O)c(C(CC(=O)N2CCN(c3ccccc3)CC2)c2cc(OC)c(OC)c(OC)c2)c(OC)c1 (stereo unspecified) | 2.1% | 0.9% | 0% | -1.3 | 82 | 6% | 1% | 14% | -8% | 0.2%
Cc1cnc(C)c(N2CCN(Cc3cn(C)nc3-c3cccc(Cl)c3)CC2)n1 | 0.3% | 0.7% | -2% | 2.9 | 63 | 8% | 7% | 9% | 0% | 0.0%
NC(=O)COC(=O)/C=C/c1ccccc1[N+](=O)[O-] | -0.4% | -1.7% | -2% | -0.6 | 50 | -6% | 3% | 1% | -3% | 1.4%
Cc1ccccc1NC(=O)c1nc(S(C)(=O)=O)ncc1Cl | 1.1% | 0.7% | -3% | 2.4 | 43 | 7% | 8% | -12% | . | -0.4%
COC(=O)c1nc2ccccc2s1 | 0.1% | 0.7% | 4% | -2.2 | 81 | -6% | -5% | 3% | -2% | -0.1%
COCc1ccc(CN2CCC(n3nccc3NC(=O)C(OC)c3ccccc3)CC2)o1 (stereo unspecified) | 0.0% | 1.1% | 1% | 0.2 | 49 | 0% | -8% | 6% | -6% | 0.1%
Cc1ccnc2ccc(P(=O)(c3ccccc3)c3ccccc3)cc12 | -0.1% | 0.4% | -2% | . | . | 4% | 4% | -2% | . | .
Cc1ccc(CN2C3CCCC2CC(NC(=O)c2ccc(F)cc2)C3)cc1 (stereo unspecified) | -0.1% | 3.1% | 0% | 0.0 | 58 | 3% | 3% | 8% | 0% | 0.5%
CCOC(=O)N1CCN(S(=O)(=O)N2CCCC(C(=O)NCCc3ccc(OC)c(OC)c3)C2)CC1 (stereo unspecified) | 0.1% | -0.2% | -7% | 1.0 | 55 | -15% | 3% | -11% | -10% | 0.1%
Cc1ccc(OCc2nc(-c3cccnc3)no2)cc1C | -0.1% | 0.4% | 8% | 1.1 | 97 | 17% | 9% | 10% | 1% | -0.3%
